Source: PubChem (Broad Institute)
TcdB GH inh = blocks C. difficile toxin B glycohydrolase activity. TcdB glycohydrolase enzymatic assay, plate reader. inhibition, % at 9.99 µM. 350,000 compounds, 0.24% hits. AID 652162; in the data active means inhibition above about 10%
Target sequence (P18177 whole entry, looked up): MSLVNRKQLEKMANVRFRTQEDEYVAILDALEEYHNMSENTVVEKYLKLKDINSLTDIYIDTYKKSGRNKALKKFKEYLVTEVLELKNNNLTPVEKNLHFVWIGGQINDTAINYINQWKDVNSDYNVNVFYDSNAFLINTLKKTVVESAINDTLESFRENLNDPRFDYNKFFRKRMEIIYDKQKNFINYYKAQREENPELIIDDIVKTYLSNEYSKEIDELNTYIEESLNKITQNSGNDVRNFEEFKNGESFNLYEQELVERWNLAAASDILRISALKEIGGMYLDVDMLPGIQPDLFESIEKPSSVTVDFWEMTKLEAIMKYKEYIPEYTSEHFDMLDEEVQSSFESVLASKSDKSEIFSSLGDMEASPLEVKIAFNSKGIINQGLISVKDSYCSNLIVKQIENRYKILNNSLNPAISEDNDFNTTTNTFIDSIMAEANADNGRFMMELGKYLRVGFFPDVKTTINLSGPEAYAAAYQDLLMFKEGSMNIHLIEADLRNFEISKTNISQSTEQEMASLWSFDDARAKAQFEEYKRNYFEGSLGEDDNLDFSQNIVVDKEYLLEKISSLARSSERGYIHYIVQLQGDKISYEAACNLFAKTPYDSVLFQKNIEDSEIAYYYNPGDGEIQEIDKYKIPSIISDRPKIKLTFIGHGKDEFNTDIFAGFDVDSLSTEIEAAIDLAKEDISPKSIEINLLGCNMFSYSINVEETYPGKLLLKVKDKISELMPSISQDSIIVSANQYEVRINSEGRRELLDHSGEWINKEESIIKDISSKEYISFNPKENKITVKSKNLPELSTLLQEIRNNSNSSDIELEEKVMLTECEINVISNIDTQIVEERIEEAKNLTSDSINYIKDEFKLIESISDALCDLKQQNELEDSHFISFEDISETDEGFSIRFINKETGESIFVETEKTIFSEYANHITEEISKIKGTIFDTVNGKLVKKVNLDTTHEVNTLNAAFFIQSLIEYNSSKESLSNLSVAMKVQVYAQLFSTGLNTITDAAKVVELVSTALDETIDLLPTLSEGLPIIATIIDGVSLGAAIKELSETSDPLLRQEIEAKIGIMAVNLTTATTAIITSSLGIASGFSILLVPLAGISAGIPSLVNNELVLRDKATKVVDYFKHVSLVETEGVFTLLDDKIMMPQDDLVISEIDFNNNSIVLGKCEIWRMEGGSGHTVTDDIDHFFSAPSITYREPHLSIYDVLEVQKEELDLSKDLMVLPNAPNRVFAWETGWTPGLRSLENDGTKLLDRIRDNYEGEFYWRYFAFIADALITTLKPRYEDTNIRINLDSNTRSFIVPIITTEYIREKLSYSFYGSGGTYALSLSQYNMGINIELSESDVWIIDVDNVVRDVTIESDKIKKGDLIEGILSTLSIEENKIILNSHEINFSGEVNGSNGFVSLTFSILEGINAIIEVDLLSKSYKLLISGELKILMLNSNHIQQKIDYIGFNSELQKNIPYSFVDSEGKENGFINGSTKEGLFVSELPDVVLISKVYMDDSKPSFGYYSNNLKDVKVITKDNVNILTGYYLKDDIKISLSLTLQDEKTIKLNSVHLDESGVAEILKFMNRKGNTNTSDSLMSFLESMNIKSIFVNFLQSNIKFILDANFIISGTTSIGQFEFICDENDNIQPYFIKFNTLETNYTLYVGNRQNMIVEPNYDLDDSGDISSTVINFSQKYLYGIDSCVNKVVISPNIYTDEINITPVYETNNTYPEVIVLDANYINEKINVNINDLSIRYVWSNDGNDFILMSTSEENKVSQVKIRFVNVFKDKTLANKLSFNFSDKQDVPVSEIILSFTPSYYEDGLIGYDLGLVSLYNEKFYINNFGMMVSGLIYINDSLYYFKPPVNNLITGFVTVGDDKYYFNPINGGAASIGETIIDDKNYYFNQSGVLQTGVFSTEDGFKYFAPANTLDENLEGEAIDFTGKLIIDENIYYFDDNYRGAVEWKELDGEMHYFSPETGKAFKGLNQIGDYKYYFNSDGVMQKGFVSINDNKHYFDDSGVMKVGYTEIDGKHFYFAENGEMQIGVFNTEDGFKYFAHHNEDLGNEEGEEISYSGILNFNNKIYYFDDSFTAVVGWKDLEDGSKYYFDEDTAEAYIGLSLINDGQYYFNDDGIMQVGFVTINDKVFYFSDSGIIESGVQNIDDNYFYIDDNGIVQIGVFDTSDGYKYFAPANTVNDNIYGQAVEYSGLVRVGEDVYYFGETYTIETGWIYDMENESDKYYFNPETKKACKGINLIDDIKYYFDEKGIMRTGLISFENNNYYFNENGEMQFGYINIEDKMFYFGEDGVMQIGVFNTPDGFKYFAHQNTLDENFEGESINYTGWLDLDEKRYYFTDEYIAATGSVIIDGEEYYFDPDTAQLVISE
Active calls of the source: *; & = joins results of further samples. This is a subset. The share of hits here may be higher or lower than overall.

SMILES	TcdB GH inh
CN1[C@@H]2c3ccc(-c4cccc(F)c4)c(=O)n3C[C@@H]2[C@@H](CO)[C@@H]1C(=O)NC1CCCC1	-2.4
O=C(NCc1ccccc1)[C@H]1CCCN1C(=O)[C@H]1CCCN1C(=O)c1ccc(F)c(C(F)(F)F)c1	0.8
COc1ccc2c3c([nH]c2c1)[C@@H](CO)N(C(=O)NC(C)C)CC31CCN(C(=O)C2CCCCC2)CC1	1.6
O=C(Cc1ccccn1)N1CC(=O)N2[C@H](CO)[C@@H](c3ccc(C#CC4CCCC4)cc3)[C@@H]2C1	0.6
CS(=O)(=O)N1CC(=O)N2[C@@H](CO)[C@H](c3ccc(C#Cc4ccccc4)cc3)[C@@H]2C1	0.4
CCCCCCCCN1C(=O)[C@H](CC(=O)NCCc2ccccc2OC)C[C@@]2(C(=O)OCC)CCC=C12	0.9
C/C=C/c1ccc([C@@H]2[C@H](CO)N(CC3CCCC3)C23CN(S(=O)(=O)CC)C3)cc1	-0.1
COc1ccccc1C(=O)Nc1ccc2c(c1)C(=O)N(C)[C@H]1CC[C@H](CC(=O)Nc3cc(F)ccc3F)O[C@@H]1CO2	-5.0
Nc1ccn([C@@H]2O[C@H](C(=O)N[C@H](Cc3ccccc3)C(=O)N3CCC(F)(F)CC3)[C@@H](O)[C@H]2O)c(=O)n1	2.1
CC(C)CN1C(=O)c2ccccc2C1c1nnnn1-c1ccc2c(c1)OCCO2 (centres undefined)	1.1
Cc1ccc(S(=O)(=O)Nc2ccc3c(c2)C(=O)N([C@@H](C)CO)C[C@@H](C)[C@@H](CN(C)Cc2ccc(C(=O)O)cc2)O3)cc1	0.3
CCc1c(-c2cccc(Cl)c2)ncn1Cc1cccc(-c2ccccc2)c1	-1.3
O=C1CN(S(=O)(=O)Cc2ccccc2)C[C@@H]2[C@@H](c3ccc(C#Cc4cccc(F)c4)cc3)[C@@H](CO)N12	-2.6
O=C(O)C[C@H]1C[C@H]2c3cc(NS(=O)(=O)c4ccccc4)ccc3O[C@H]2[C@@H](CO)O1	-2.6
O=C(C[C@H]1C=C[C@H](NC(=O)C2CC2)[C@H](CO)O1)NCCc1cscn1	0.4
CCCCn1nnnc1C(c1cc2ccccc2o1)N1CCCC1 (centres undefined)	-0.4
C[C@@H]1CN([C@H](C)CO)C(=O)c2c(c3ccccc3n2C)-c2ccccc2CO[C@@H]1CN(C)Cc1ccc2c(c1)OCO2	0.7
CO[C@H]1CN(C)C(=O)c2cc(NC(=O)NC3CCCC3)ccc2OC[C@@H](C)NC[C@@H]1C	-0.4
CCC(=O)N1CC(=O)N2[C@H](CO)[C@H](c3ccc(-c4ccncc4)cc3)[C@@H]2C1	2.6
CCC(=O)NC[C@@H]1[C@@H](c2ccc(C3=CCCC3)cc2)[C@@H](CO)N1CC1CCCC1	0.0

Rewritten with each value named: part of the list above
CCc1c(-c2cccc(Cl)c2)ncn1Cc1cccc(-c2ccccc2)c1
  TcdB GH inh: -1.3

O=C1CN(S(=O)(=O)Cc2ccccc2)C[C@@H]2[C@@H](c3ccc(C#Cc4cccc(F)c4)cc3)[C@@H](CO)N12
  TcdB GH inh: -2.6

O=C(O)C[C@H]1C[C@H]2c3cc(NS(=O)(=O)c4ccccc4)ccc3O[C@H]2[C@@H](CO)O1
  TcdB GH inh: -2.6

O=C(C[C@H]1C=C[C@H](NC(=O)C2CC2)[C@H](CO)O1)NCCc1cscn1
  TcdB GH inh: 0.4

Next part.
SMILES	TcdB GH inh
Cc1ccccc1CN1C(=O)CSCC1(C)C(=O)Nc1c(C)cccc1C (centres undefined)	-0.8
Cc1ccc(S(=O)(=O)N2CC3=C(C2)C2CC2(C)C3)cc1 (centres undefined)	0.0
CN1c2ccc(C3=CCCCC3)cc2[C@H]2[C@H](CCN2C(=O)C2CCCCC2)[C@@H]1CO	-0.5
COCC(=O)N1CC2(CN(C(=O)c3ccccn3)C2)c2c(n(C)c3cc(OC)ccc23)[C@H]1CO	0.8
O=C(c1cnccn1)N1CC2(C1)[C@H](c1ccccc1)[C@@H](CO)N2C(=O)c1ccccc1	0.3
COc1ccc(C#Cc2ccc([C@@H]3[C@H](CO)N4C(=O)CN(C(=O)NC(C)C)C[C@@H]34)cc2)cc1	0.1
C[C@@H]1CCCCO[C@@H](CN(C)C(=O)CCC(F)(F)F)[C@@H](C)CN([C@H](C)CO)C(=O)c2cc(NC(=O)C3CCCCC3)ccc2O1	-0.3
CCC(=O)N1[C@H](CO)[C@H](c2ccc(-c3ccccc3OC)cc2)[C@H]1CNC(C)=O	1.3
O=C1NC[C@H](Cc2ccccc2)N(C[C@@H]2CCCN2C[C@H](Cc2ccc(O)cc2)N2C[C@H](Cc3ccc(O)cc3)N(CC3CCCCC3)C(=O)C2=O)C1=O	1.8
COc1ccc(NC(=O)N2CC(=O)N3[C@H](C2)[C@@H](c2ccc(C#CCC4CCCC4)cc2)[C@@H]3CO)cc1	0.3
NC1=NC2(CS1)CSC(N)=N2	1.1
N#Cc1ccc(S(=O)(=O)N2CCCc3nc(-c4ccccc4)ccc32)cc1	0.8
C[C@H]1CN([C@@H](C)CO)C(=O)Cc2cc(NS(=O)(=O)c3ccccc3)ccc2O[C@@H]1CN(C)C(=O)Nc1ccc(C(F)(F)F)cc1	-20
CN(C)C(=O)c1cccc(-c2ccc(C3[C@H]4CNC[C@@H]3N4C(=O)Nc3cc(F)ccc3F)cc2)c1 (some centres undefined)	0.0&0.4
COc1ccc2c3c(n(C)c2c1)[C@H](CO)N(Cc1cccnc1)CC31CN(Cc2cccnc2)C1	1.9
CCOC(=O)C1=C(C(=O)OCC)C2N(Cc3ccc(C#N)cc3)c3ccccc3[C@@]23C[C@@H](C(=O)OC)N(S(=O)(=O)c2ccc(OC)cc2)C3=N1 (some centres undefined)	-8.6
COC(=O)C1=C(C)N(Cc2ccc(C(F)(F)F)cc2)C(=NCc2ccc(OC)cc2)NC1c1ccccc1 (centres undefined)	1.2
CCOC(=O)[C@]12CCCC=C1N(Cc1ccc(Cl)cc1Cl)C(=O)[C@H](CC(=O)NCc1cccc(C(F)(F)F)c1)C2	0.7
C#CCN(Cc1ccco1)C(=O)c1nnc2c3ccccc3n(S(=O)(=O)c3ccc(C)cc3)c2n1	-0.8
O=C(c1cccnc1)N1CC2(C1)[C@@H](c1ccccc1)[C@@H](CO)N2C(=O)c1cccnc1	0.4

Three of the compounds above, as labelled records.
Cc1ccc(S(=O)(=O)N2CC3=C(C2)C2CC2(C)C3)cc1 (centres undefined)
  TcdB GH inh: 0.0

CN1c2ccc(C3=CCCCC3)cc2[C@H]2[C@H](CCN2C(=O)C2CCCCC2)[C@@H]1CO
  TcdB GH inh: -0.5

COCC(=O)N1CC2(CN(C(=O)c3ccccn3)C2)c2c(n(C)c3cc(OC)ccc23)[C@H]1CO
  TcdB GH inh: 0.8

The list goes on.
SMILES	TcdB GH inh
Cc1cc2nc(C(C)(C)C)c(Cc3cccc(Cl)c3)n2c(C)c1Br	-0.1
O=C(N[C@@H]1C=C[C@H](CC(=O)N2CCc3ccccc3C2)O[C@@H]1CO)C1CC1	0.0
O=C(Nc1ccccc1F)N1C[C@@H]2N[C@H](C1)C2c1ccc(/C=C/c2ccccc2)cc1 (some centres undefined)	0.5
COC(=O)[C@]12C[C@H](CC(=O)NCc3ccc(C)o3)C(=O)N(Cc3ccc4c(c3)OCO4)C1=C[C@H](C(C)(C)C)O[C@@H]2C	1.9
Cc1noc(C)c1S(=O)(=O)N(C)C[C@H]1OCCCC[C@H](C)Oc2ccc(NS(=O)(=O)c3ccccc3)cc2C(=O)N([C@H](C)CO)C[C@H]1C	2.0
COc1ccc(S(=O)(=O)Nc2ccc3c(c2)C(=O)N([C@H](C)CO)C[C@@H](C)[C@H](CN(C)CC2CC2)OCCCC[C@@H](C)O3)cc1	-0.9
COc1ccc2c3c(n(C)c2c1)[C@@H](CO)N(C(=O)CN(C)C)CC31CCN(C(=O)NC(C)C)CC1	-5.2
CCCCn1nnnc1C1(C)CCC(=O)N1CCOC (centres undefined)	0.8
OC(c1ccccc1)C1(c2ccccc2)CCN(Cc2ccccc2)CC1 (centres undefined)	0.3
CCCCCNC(=O)C(c1cccc2ccccc12)n1c(=O)c(-c2cc3ccccc3[nH]2)nc2ccccc21 (centres undefined)	-1.7
O=C(NCc1ccccc1)C(c1ccccc1F)n1c(=O)c(-c2ccccc2)nc2ccccc21 (centres undefined)	1.3
COC(=O)[C@]12C[C@H](CC(=O)N3CCOCC3)C(=O)N(Cc3ccc4c(c3)OCO4)C1=C[C@H](C(C)(C)C)O[C@@H]2C	2.7
Cc1cccc(C)c1NC(=O)C1(C)CN(S(C)(=O)=O)CC(=O)N1CCc1ccccc1F (centres undefined)	2.1
COCCN1C(=O)c2ccccc2C1c1nnnn1C(C)C (centres undefined)	-0.9
COCC(=O)N1[C@H](CO)[C@@H](c2ccccc2-c2ccc(C)cc2)[C@@H]1C#N	0.2
O=c1[nH][nH]c2c1C(C1CCCCC1)OC(C1CCCCC1)C2 (centres undefined)	-0.8
O=C(NC[C@H]1CC[C@@H]2NC[C@@H]2O1)C1CCCC1	-3.5
COc1cccc(-c2ccc([C@H]3[C@H]4CNCC(=O)N4[C@H]3CO)cc2)c1	-0.2
C[C@H]1CN([C@@H](C)CO)S(=O)(=O)c2ccc(C#Cc3ccccc3)cc2O[C@@H]1CN(C)C(=O)c1ccccn1	0.7
COCCN1Cc2cc(C(=O)OC)c3c(c2C1=O)c1ccccc1n3S(=O)(=O)c1ccc(OC)cc1	1.4

More records
SMILES	TcdB GH inh
COC(=O)c1ccc(CN2CC(=O)N3[C@H](CO)[C@@H](c4ccc(-c5ccccc5F)cc4)[C@H]3C2)cc1	-0.8
CCC(=O)N1C[C@@H](C)[C@@H](OC)CN(C)C(=O)c2cc(NC(=O)CC(F)(F)F)ccc2OC[C@H]1C	-0.4
COC(=O)C1(C(=O)OC)Cc2ccccc2N(S(=O)(=O)c2ccc(C)cc2)C1CC(C)=O (centres undefined)	0.6
O=C(NCc1ccccc1)[C@H]1CCCN1C(=O)[C@H]1CCCN1C(=O)c1ccc(F)cc1	0.3
COc1cccc(CN2[C@H](CO)[C@@H](c3ccccc3)C23CN(Cc2ccccc2OC)C3)c1	0.3
Nc1sc(-c2ccccc2)cc1C(=O)NCCc1c[nH]c2ccccc12	-7.8
COCC(=O)N1CCC2(CC1)CN(Cc1cccc(OC)c1)[C@H](CO)c1[nH]c3cc(OC)ccc3c12	0.1
COc1ccc2c3c([nH]c2c1)[C@H](CO)N(CC1CCOCC1)CC31CN(C(=O)C2CCOCC2)C1	0.3
C[C@H]1CN([C@@H](C)CO)C(=O)c2c(c3ccccc3n2C)-c2ccccc2CO[C@@H]1CN(C)Cc1ccccc1	-2.7
N#Cc1ccc(-c2ccc([C@@H]3[C@H]4CNCC(=O)N4[C@H]3CO)cc2)cc1	0.5
C[C@H](c1ccccc1)N1C[C@H](COCc2ccccc2)Oc2cc(N3CC[C@H](N(C)C)C3)ccc2S1(=O)=O	-0.3
O=C(NCc1ccccc1)[C@@H]1CCCN1C(=O)[C@H]1CCCN1C(=O)c1c(F)cccc1F	1.2
CC(C)(C)N1C(=O)c2ccccc2NC(=O)C1C(=O)Nc1ccc(N2CCOCC2)cc1 (centres undefined)	-1.8
CC(C)NC(=O)N1[C@H](CO)[C@@H](c2ccccc2-c2ccc(F)cc2)[C@@H]1C#N	-0.8
CCC(=O)N1[C@H](CO)[C@H](c2ccc(C#CC3(O)CCCC3)cc2)[C@@H]1CNC(C)=O	1.6
COC(=O)[C@]12C[C@H](CC(=O)NCc3cccc4ccccc34)C(=O)N(Cc3ccc4c(c3)OCO4)C1=C[C@H](C(C)(C)C)O[C@@H]2C	0.6
Cc1noc(C)c1NC(=O)Nc1ccc2c(c1)CC(=O)N([C@H](C)CO)C[C@@H](C)[C@@H](CN(C)Cc1ccc(C(=O)Nc3ccccc3N)cc1)O2	1.0
CN(C)C(=O)c1cccc(-c2ccc3c(c2)[C@@H]2[C@@H](CCN2C(=O)c2cnccn2)[C@H](CO)N3)c1	1.1
O=C(NC1CCC1)[C@@H]1[C@@H](CO)[C@@H]2Cn3c(ccc(-c4ccncc4)c3=O)[C@@H]2N1CCc1ccccc1	-0.1
COc1ccc2c3c(n(C)c2c1)[C@H](CO)N(C(=O)CC1CC1)CC31CN(C(=O)CC2CC2)C1	1.6

Continued.
SMILES	TcdB GH inh
Cc1cccc(-c2ccc([C@@H]3[C@@H](CO)N4C(=O)CN(C(=O)NC5CCCCC5)C[C@@H]34)cc2)c1	0.4
COc1ccc2c3c([nH]c2c1)[C@@H](CO)N(C(=O)CN(C)C)CC31CCN(Cc2ccncc2)CC1	-2.9
CC(C)NC(=O)Nc1cccc2c1O[C@@H](CN(C)Cc1ccc(C(F)(F)F)cc1)[C@H](C)CN([C@@H](C)CO)C2=O	0.8
O=C(C[C@@H]1CC[C@@H]2[C@H](COC[C@@H](O)CN2S(=O)(=O)c2ccccc2)O1)NCCN1CCCC1	0.1
CC=Cc1ccc2n(c1=O)C[C@@H]1[C@@H](CO)[C@H](C(=O)NCCCN(C)C)[C@H]2N1C(=O)c1ccccc1 (mixture of isomers)	0.6
C[C@@H](NC(=O)[C@@H]1CCCN1C(=O)[C@@H]1CCCN1C(=O)c1cccc(Cl)c1)c1ccccc1	-0.5
CC(C)c1[nH]nc2c1C(c1ccccc1)N(c1ccccc1)C2=O (centres undefined)	2.1
CCCCCCn1cc(CN2CC(N3CCCCC3)CS2(=O)=O)nn1 (centres undefined)	0.7
COc1cccc(-c2ccc([C@H]3[C@H](CO)N4C(=O)CN(C(=O)c5ccncc5)C[C@@H]34)cc2)c1	0.0
